Screening results as filed in PubChem BioAssay.
Tn7 DDE FP: inhibitors of Tn7 peptide binding to human fibrin DD(E) | P02675 | FP displacement of FITC-Tn7 peptide from fibrin DD(E); 0% = median of compound wells per plate | inhibition, % at 8.3 µM | 370,000 compounds, 0.13% hits | AID 720508;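 active = inhibition above the mean of compounds falling within the control limits plus 3 SD of them, cut at about 14% in these data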;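 also: 0% = plate median of compound wells and 100% = 10 µM Aha-Tn7 peptide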
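Assay system: Human clot-derived fibrin DD(E) complex | Buffer or medium: Tris/NaCl/CaCl2 buffer, pH 7.8 | Repeats: One replicate per compound | Benchmarks: Aha-Tn7 high control | Measure: % inhibition scaled between sample-field median and high-control FP | Schedule: 10 min plus 3 h, room temperature | Signal: Fluorescence polarization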
PLC-gamma1 inh: blocks human PLC-gamma1 enzyme activity | 370,000 compounds, 0.84% hits | AID 720700 | inhibition, % at 12.2 µM | P19174 | purified PLC-gamma1, fluorogenic substrate, fluorescence; in the data active = inhibition above about 9.5%
ARFGAP1 inhibitor: inhibits rat ARF GTPase activating protein 1; Q62848; Arfgap1-stimulated ARF1 GTP hydrolysis, GDP FP detection; inhibition, % at 16.5 µM; 360,000 compounds, 0.26% hits; AID 651572;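 active = inhibition above a per-plate limit, mean inhibition of low control wells plus 3 SD, cut at about 25% in these data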;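 also: 0% = DMSO wells with enzyme and 100% = wells lacking Arfgap1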
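material = rat Arfgap1 catalytic domain, aa 1-136 | also added = human ARF1(Δ1-17)-GTP substrate | compound dosing = one concentration, 16.5 µM, DMSO 1.26% | times = GTP hydrolysis reaction 2 h at 25 °C | measured by = FP, GDP Alexa 633 tracer displaced from anti-GDP antibody, 620/688 nm | evaluation = percent inhibition of Arfgap1-stimulated GTP hydrolysis | replication = single well per compound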
PLCb3 inh: PLC-beta3 (human) inhibition, primary screen; Q01970; Purified PLC-beta3, fluorogenic substrate, fluorescence; inhibition, % at 12.2 µM; 370,000 compounds, 0.18% hits; AID 720704; in the data active = inhibition above about 11%;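 also: 0% = median of compound wells on plate and 100% = full blocker control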
ASAP1 inh: ASAP1 ArfGAP inhibition; Q9ULH1; ASAP1-stimulated ARF1 GTP hydrolysis, GDP FP detection; inhibition, % at 16.5 µM; 360,000 compounds, 0.19% hits; in the data active = inhibition above about 25%;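 also: 0% = vehicle with enzyme and substrate and 100% = no enzyme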
ADAM17 inh: ADAM17 inhibition, QFRET primary screen; recombinant ADAM17, EDANS/DABCYL FRET peptide cleavage; inhibition, % at 6.95 µM; 370,000 compounds, 0.83% hits;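 active = inhibition above the mean of compounds lying between control limits plus 3 SD, set per campaign, cut at about 8.5% in these data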;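 also: 0% = DMSO-only wells as the low control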
MBD2 DNA inh: blocks human MBD2 binding to methylated DNA; Q9UBB5; TR-FRET, MBD2 binding to methylated oligonucleotide; inhibition, % at 4.4 µM; 370,000 compounds, 0.31% hits; in the data active = inhibition above about 13%
UHRF1 MBD2 ctr: blocks human UHRF1 binding to methylated DNA; Q96T88; UHRF1 binding to methylated oligo, TR-FRET; 370,000 compounds, 0.75% hits; AID 687016; inhibition, % at 4.4 µM; in the data active = inhibition above about 21%;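 also: UHRF1 SRA domain binding a hemimethylated CpG hairpin DNA probe; 0% = median of test compound wells and 100% = reference inhibitor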
Target sequence (Q96T88 whole entry, looked up, the tested form may be a part): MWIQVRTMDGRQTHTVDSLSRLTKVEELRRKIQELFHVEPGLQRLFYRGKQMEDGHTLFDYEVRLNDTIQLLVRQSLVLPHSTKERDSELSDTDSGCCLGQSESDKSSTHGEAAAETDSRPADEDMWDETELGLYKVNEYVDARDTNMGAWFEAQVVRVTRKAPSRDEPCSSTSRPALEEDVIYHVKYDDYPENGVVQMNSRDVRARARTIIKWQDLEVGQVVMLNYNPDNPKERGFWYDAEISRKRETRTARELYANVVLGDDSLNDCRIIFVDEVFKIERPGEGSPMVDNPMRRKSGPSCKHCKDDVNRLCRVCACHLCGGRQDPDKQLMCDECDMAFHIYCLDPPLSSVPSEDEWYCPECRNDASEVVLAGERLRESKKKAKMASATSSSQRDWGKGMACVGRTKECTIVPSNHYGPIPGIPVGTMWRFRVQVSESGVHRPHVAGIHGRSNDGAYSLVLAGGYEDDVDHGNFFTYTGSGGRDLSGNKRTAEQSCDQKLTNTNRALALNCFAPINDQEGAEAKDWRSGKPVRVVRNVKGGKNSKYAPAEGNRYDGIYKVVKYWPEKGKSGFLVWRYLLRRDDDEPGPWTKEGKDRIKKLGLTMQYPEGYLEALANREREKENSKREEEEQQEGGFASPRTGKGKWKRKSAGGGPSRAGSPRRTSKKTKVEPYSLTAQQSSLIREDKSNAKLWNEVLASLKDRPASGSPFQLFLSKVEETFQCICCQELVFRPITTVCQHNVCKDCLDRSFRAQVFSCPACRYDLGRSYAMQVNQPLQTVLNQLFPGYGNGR
Tn6 DDE FP: disrupts Tn6 cyclic peptide binding to fibrin D-Dimer-E complex. Fibrin DD(E) TRITC-Tn6 fluorescence polarization displacement. P02675. 370,000 compounds, 0.21% hits. AID 720509. inhibition, % at 8.3 µM;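 active = inhibition above a per-campaign cutoff: mean of compounds within control limits plus 3 SD, cut at about 15% in these data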;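 also: 0% = median of all compound wells on the plate and 100% = blocking peptide control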
proKLK7 act: proKLK7 (human) activation, primary screen. P49862. purified proKLK7, EDANS-DABCYL substrate fluorescence; 100% is mature enzyme control, 0% vehicle. activation, % at 7 µM. 370,000 compounds, 0.9% hits. AID 652039;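 active = activation above the mean of all tested compounds plus 3 SD, computed per campaign excluding outliers beyond control limits, cut at about 13% in these data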
Target sequence (P49862 whole entry, looked up): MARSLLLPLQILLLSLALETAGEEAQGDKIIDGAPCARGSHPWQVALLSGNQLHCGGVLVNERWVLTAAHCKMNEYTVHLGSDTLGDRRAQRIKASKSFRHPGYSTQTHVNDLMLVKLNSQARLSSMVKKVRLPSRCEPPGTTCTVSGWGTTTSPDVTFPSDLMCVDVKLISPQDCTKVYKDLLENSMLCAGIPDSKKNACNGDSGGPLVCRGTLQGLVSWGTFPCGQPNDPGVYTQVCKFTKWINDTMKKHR
Starred values were filed as active, the others as inactive; . = not tested or not shown; + = active, no number.

1	CCOC(=O)C1CCCN(c2nc3ccccc3nc2NS(=O)(=O)c2ccc(C)cc2)C1 (stereo unspecified)
2	CCOC(=O)c1c(OCCO)nn(-c2ccccc2)c1N
3	Cc1ccc(-c2cc(-c3n[nH]c(=S)n3C)c3ccccc3n2)cc1
4	CCCOc1ccccc1N/C(N)=N/c1nc(C)cc(C)n1
5	COC(=O)Cc1c(C)nc2nc(Cc3ccccc3)[nH]n2c1=O
6	COc1ccc(OC)c(NC(=O)CSc2nnc(-c3ccncc3)s2)c1
7	OCCN1CCN(c2nccn3ccnc23)CC1
8	COc1ccc(NC(=O)CN2C(=O)NC(c3ccccc3)(c3ccccc3)C2=O)cc1OC
9	Cc1ccc(C(C2=C(O)CC(C)(C)CC2=O)C2C(=O)CC(C)(C)CC2=O)s1 (stereo unspecified)
10	Cc1ccc(C(=O)NC2CCCCN(Cc3cccc(Cl)c3)C2=O)c(C)c1 (stereo unspecified)

assay / compound	1	2	3	4	5	6	7	8	9	10
Tn7 DDE FP	3	5	-1	4	2	1	-1	-2	-3	2
PLC-gamma1 inh	-71	2	-13	3	1	-2	-2	-2	6	-1
ARFGAP1 inhibitor	-2	2	-2	1	-8	6	15	1	6	.
PLCb3 inh	-98	3	-22	-2	2	-5	-6	-3	2	0
ASAP1 inh	-4	8	-4	1	4	-2	-5	6	-11	.
ADAM17 inh	-13	0	-29	-3	-2	1	-3	1	1	1
MBD2 DNA inh	0	2	0	7	-3	2	0	4	2	-5
UHRF1 MBD2 ctr	-1	1	1	5	-2	3	3	-2	5	-2
Tn6 DDE FP	0	1	5	-8	12	-1	-5	-1	-5	3
proKLK7 act	0.7	0.2	1.4	0.3	-0.3	-0.8	-0.4	-0.1	-0.2	-0.1

11	COc1ccc(NC(=O)CSc2nc3ccccc3c(=O)n2CCCO)cn1
12	COCCN1C(=O)C(=O)/C(=C(/O)c2cccc(OC)c2)C1c1ccncc1 (stereo unspecified)
13	c1ccc(CCn2nnnc2C(c2cccnc2)N2CCN(c3nc4ccccc4s3)CC2)cc1 (stereo unspecified)
14	CC(C(=O)O)N1C(=O)c2ccccc2C1=O (stereo unspecified)
15	Cn1c(SCC(=O)N/N=C/c2cccnc2)nnc1-c1ccccc1
16	CCCc1cc(=O)[nH]c(SC(C)C(=O)Nc2ccc3c(c2)OCCO3)n1 (stereo unspecified)
17	O=S(=O)(NCc1ccc(F)cc1)c1cccc(S(=O)(=O)N2CCOCC2)c1
18	COc1ccccc1NC(C#N)c1ccccc1OCc1ccccc1 (stereo unspecified)
19	O=C(NC1CCc2ccccc21)C1CCN(S(=O)(=O)c2ccc(Cl)cc2)CC1 (stereo unspecified)
20	COc1ccc(N2CCN(C(=O)CN3C(=O)NC(c4ccc(OC)cc4)(c4ccc(OC)cc4)C3=O)CC2)cc1

assay / compound	11	12	13	14	15	16	17	18	19	20
Tn7 DDE FP	0	-1	-4	10	3	-7	-2	-3	1	3
PLC-gamma1 inh	-1	7	2	-2	3	-4	1	-6	2	3
ARFGAP1 inhibitor	-1	5	-3	7	0	5	0	-3	-3	15
PLCb3 inh	-7	6	-3	1	-2	-14	3	-4	3	-7
ASAP1 inh	-4	2	12	5	-1	-1	1	-7	0	3
ADAM17 inh	2	5	3	-4	0	2	-1	-7	3	7
MBD2 DNA inh	-2	-6	7	2	6	-6	-2	-1	1	2
UHRF1 MBD2 ctr	0	0	4	0	-3	-3	11	-1	0	0
Tn6 DDE FP	-5	0	-5	-9	-2	-11	-3	11	-3	1
proKLK7 act	0.5	-0.7	0.1	-1.4	0.5	0.5	0.0	0.0	0.1	0.7

Limited to MBD2 DNA inh, for some of the entries so far:
No.	SMILES	MBD2 DNA inh
13	c1ccc(CCn2nnnc2C(c2cccnc2)N2CCN(c3nc4ccccc4s3)CC2)cc1 (stereo unspecified)	7
14	CC(C(=O)O)N1C(=O)c2ccccc2C1=O (stereo unspecified)	2

Following part
21	COc1ccc(CN(Cc2cc3cccc(C)c3n3nnnc23)C(=O)N2CCOCC2)cc1
22	c1ccc(C2(CN3CCNC[C@@H]3CC3CCCCC3)CC2)cc1
23	Cc1ccc(OCC(O)CN2CCc3ccccc3C2)c(C)c1 (stereo unspecified)
24	O=C(CCCN1C(=O)c2ccccc2C1=O)OC1CSCC1NC(=O)c1ccccc1 (stereo unspecified)
25	O=C1C(=C(c2ccccc2)c2ccccc2)Nc2ccccc21
26	O=C(COC(=O)C1CCN(/C=C/C(=O)C(F)(F)F)CC1)Nc1cccc(F)c1
27	C[C@@H]1CN(c2ccc(N3CCNC[C@@H]3C)cc2C#N)CCN1Cc1ccccc1
28	Cc1cccc(-c2nc(NCCN(C)C)c3ccccc3n2)c1
29	O=c1[nH]c(CNCc2cccnc2)nc2ccccc12
30	CCCCCCC(=O)N/N=C(\C)Cc1ccccc1

assay / compound	21	22	23	24	25	26	27	28	29	30
Tn7 DDE FP	-4	7	-1	2	1	6	6	1	-1	1
PLC-gamma1 inh	2	-3	0	-3	7	0	-92	-2	-1	-1
ARFGAP1 inhibitor	-4	-3	11	3	-19	4	5	-9	-4	1
PLCb3 inh	1	0	-7	3	-2	4	-112	0	-4	0
ASAP1 inh	5	-1	12	-6	-1	-7	-6	10	0	-3
ADAM17 inh	1	0	-1	0	4	2	-18	-3	-5	-2
MBD2 DNA inh	2	-9	-2	2	-6	-4	-3	0	1	3
UHRF1 MBD2 ctr	-1	0	0	-1	-6	-2	2	1	3	-3
Tn6 DDE FP	-5	-4	-3	6	-3	3	2	4	4	-6
proKLK7 act	-0.2	0.3	0.7	-0.1	-25	0.0	4.1	0.1	0.3	0.4

31	CC(C)C1N(c2ccccc2)C(N)=C(C#N)C1(C#N)C#N (stereo unspecified)
32	CCc1cc2cccc(C)c2nc1SCC(=O)NC1CCCC1
33	COc1cc(/C=N/NC(=S)NCCN2CCOCC2)cc(OC)c1O
34	CCOc1ccccc1NC(=S)NC(=O)C1CC1
35	O=C(C1CCCCN1S(=O)(=O)c1ccccc1)N1CCN(Cc2ccccc2)CC1 (stereo unspecified)
36	O=[N+]([O-])c1cc(-c2ccn[nH]2)ccc1Cl
37	COC(=O)c1ccc(Cl)c(NC(=O)CN2CCN(Cc3ccccc3)CC2)c1
38	O=C(CCc1c[nH]c2ccccc12)N1CCN(c2ccc(F)cc2)CC1
39	CN(C)c1ccc(/C=C/c2ccc3c4ccccc4ccc3[n+]2-c2ccccc2)cc1
40	CC(C)C[C@H](NC(=O)c1nc[nH]c1C(=O)N[C@@H](CCCCNC(=O)OC(C)(C)C)C(=O)OC(C)(C)C)C(=O)OCc1ccccc1

assay / compound	31	32	33	34	35	36	37	38	39	40
Tn7 DDE FP	0	-9	4	5	4	-1	5	-2	9	4
PLC-gamma1 inh	4	0	-21	8	1	-1	-3	1	-33	0
ARFGAP1 inhibitor	20	0	3	8	4	-3	2	13	123*	-5
PLCb3 inh	2	-5	-30	1	2	-2	0	0	-54	4
ASAP1 inh	5	-5	-7	-5	-7	-8	6	-1	86*	6
ADAM17 inh	1	0	-17	3	-3	-4	-5	3	-24	3
MBD2 DNA inh	-5	0	-10	-6	-1	-6	4	3	-3	-2
UHRF1 MBD2 ctr	-1	4	-1	-1	-3	-3	0	4	12	-3
Tn6 DDE FP	0	-3	-2	0	7	-2	6	-3	+	-1
proKLK7 act	0.0	0.6	-31	0.3	0.0	-0.4	-1.0	-0.2	5.7	0.6

41	O=C(Cn1nc(-c2ccc(N3CCOCC3)c([N+](=O)[O-])c2)c2ccccc2c1=O)N1CCCCC1
42	Clc1ccc(CNc2ncccn2)cc1
43	COc1cc2c(cc1OC)C(C(=O)N1CCN(c3ccccc3)CC1)C(c1cccs1)N(C)C2=O (stereo unspecified)
44	COc1cccc(-n2c(SCC(N)=O)nc3ccccc3c2=O)c1
45	Cc1ccc(N2CC(C)Cn3c2nc2c3c(=O)[nH]c(=O)n2C)cc1C (stereo unspecified)
46	O=C(Nc1ccccc1Br)c1ccc2nccnc2c1
47	O=C1CC(c2cccs2)Cc2nc(NC(=O)C3CC3)ncc21 (stereo unspecified)
48	O=[N+]([O-])c1cccc(CN(CCO)Cc2ccccc2)c1
49	O=C(N[C@@H](Cc1ccccc1)C(=O)O)c1cccs1
50	CCn1c(CCNC(=O)c2cccs2)nnc1SCC(=O)Nc1ccc(Cl)cc1
51	O=C(Nc1ccc(NC(=O)c2ccco2)cc1)c1cnccn1
52	CCCOn1nnnc1-c1ccccc1
53	CC(=O)O[C@@H]1CCC[C@@]2(C(=O)N(Cc3ccccc3)c3ccc(-c4c(C)noc4C)cc32)[C@H]1NC(=O)CCc1ccccc1

assay / compound	41	42	43	44	45	46	47	48	49	50	51	52	53
Tn7 DDE FP	-1	-3	1	-1	11	6	7	0	-9	-2	0	-1	-2
PLC-gamma1 inh	2	4	0	-1	1	-2	-2	0	1	0	1	1	2
ARFGAP1 inhibitor	14	-6	-5	-2	7	-2	7	-14	2	8	2	-2	.
PLCb3 inh	2	-9	0	-7	-4	-4	-8	2	-1	0	1	0	5
ASAP1 inh	9	0	-9	0	-6	0	-18	-3	-8	-7	5	-2	.
ADAM17 inh	0	-7	-2	-3	-3	1	-6	-3	0	0	-5	-2	10*
MBD2 DNA inh	-6	3	-4	4	3	-5	1	1	-2	-6	3	2	1
UHRF1 MBD2 ctr	-4	4	-2	2	13	-6	0	-3	2	-1	-1	1	8
Tn6 DDE FP	9	-5	2	-1	4	2	0	-6	-1	-1	0	-3	-1
proKLK7 act	0.0	0.3	-0.1	0.2	-0.6	0.5	0.4	0.4	-0.5	0.0	-0.1	0.3	0.7

Structural class, those above with a Cl atom (six)
10	Cc1ccc(C(=O)NC2CCCCN(Cc3cccc(Cl)c3)C2=O)c(C)c1 (stereo unspecified)
19	O=C(NC1CCc2ccccc21)C1CCN(S(=O)(=O)c2ccc(Cl)cc2)CC1 (stereo unspecified)
36	O=[N+]([O-])c1cc(-c2ccn[nH]2)ccc1Cl
37	COC(=O)c1ccc(Cl)c(NC(=O)CN2CCN(Cc3ccccc3)CC2)c1
42	Clc1ccc(CNc2ncccn2)cc1
50	CCn1c(CCNC(=O)c2cccs2)nnc1SCC(=O)Nc1ccc(Cl)cc1

assay / compound	10	19	36	37	42	50
Tn7 DDE FP	2	1	-1	5	-3	-2
PLC-gamma1 inh	-1	2	-1	-3	4	0
ARFGAP1 inhibitor	.	-3	-3	2	-6	8
PLCb3 inh	0	3	-2	0	-9	0
ASAP1 inh	.	0	-8	6	0	-7
ADAM17 inh	1	3	-4	-5	-7	0
MBD2 DNA inh	-5	1	-6	4	3	-6
UHRF1 MBD2 ctr	-2	0	-3	0	4	-1
Tn6 DDE FP	3	-3	-2	6	-5	-1
proKLK7 act	-0.1	0.1	-0.4	-1.0	0.3	0.0
